GFP derepression = qHTS Assay for Epigenetic Modulators | actives 0.09% (n = 68,000) | Potency, µM (doses to about 46.1 µM), without a hit: at the top dose GFP derepression (activation) | mouse C127i GFP locus derepression, cytometry, 30 h; also: % of control where 0% means no effect
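Derepression screen: silenced CMV-GFP reporter in murine C127i cells, 30 h compound incubation at 37 C, washed cells imaged by laser-scanning cytometer to enumerate GFP-expressing objects of 20 to 120 um.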
Ub-GFP proteasome = Ubiquitin-GFP Assay; Ubiquitin-GFP reporter cells, proteasome inhibition, GFP fluorescence; response scale: untreated = 0%, 10 µM MG-132 = 100%; Potency, µM (highest dose often 45.9 µM), for inactives: at the highest dose activation (GFP accumulation), actives largely listed as activators; 67,000 tested, under 10 active; AID 526, 2006; active = well fitted activation curve with a large enough effect, not every such curve was filed as active; inconclusive = small, poorly fitted or top-dose-only effect, or another doubt; inactive = no such curve, though single readings can be large or run the other way; also: potency is read from the fitted curve at half-maximal effect
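U2OS cells expressing ubiquitin(G76V)-GFP, seeded overnight in 0.5% FBS medium, then treated 4 hr at 37 C across 46 uM to 2.9 nM. GFP-positive cells counted by laser cytometry (488 ex/515 em); %activity scaled between basal and 10 uM MG-132.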
4-MU autofl = qHTS Assay for Spectroscopic Profiling in 4-MU Spectral Region | compound autofluorescence, 340/450 nm, 4-MU equivalents; stronger effect = higher value | max dye-equivalent concentration, M | actives 11% (n = 59,000) | AID 589, 2007; in the data active = max dye-equivalent concentration above about 10 nM; inconclusive = mostly about 1.1 nM to 9.6 nM
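Compounds in 100 mM Tris, pH 8.0, incubated 15 min at room temperature, then fluorescence read at 340 nm excitation/450 nm emission. Signal converted to 4-MU dye-equivalent concentration using an on-plate six-point 4-MU standard curve.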
USP2a inhib = qHTS Assay for Inhibitors of Ubiquitin-specific Protease USP2a | Ubiquitin carboxyl-terminal hydrolase 2 (Homo sapiens), O75604 | USP2a enzymatic assay, qHTS inhibition | Potency, µM (titrated, usually from 38.3 µM), for the others: at the top dose activity change, negative = inhibition, actives largely listed as inhibitors | actives 0.1% (n = 60,000);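 also: potency is read from the fitted curve at half-maximal effect; nearly all actives have a fitted effect of over 60% in size; plate controls were DMSO for no effect and NEM full inhibition control for full effect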
Target sequence (O75604 whole entry, looked up): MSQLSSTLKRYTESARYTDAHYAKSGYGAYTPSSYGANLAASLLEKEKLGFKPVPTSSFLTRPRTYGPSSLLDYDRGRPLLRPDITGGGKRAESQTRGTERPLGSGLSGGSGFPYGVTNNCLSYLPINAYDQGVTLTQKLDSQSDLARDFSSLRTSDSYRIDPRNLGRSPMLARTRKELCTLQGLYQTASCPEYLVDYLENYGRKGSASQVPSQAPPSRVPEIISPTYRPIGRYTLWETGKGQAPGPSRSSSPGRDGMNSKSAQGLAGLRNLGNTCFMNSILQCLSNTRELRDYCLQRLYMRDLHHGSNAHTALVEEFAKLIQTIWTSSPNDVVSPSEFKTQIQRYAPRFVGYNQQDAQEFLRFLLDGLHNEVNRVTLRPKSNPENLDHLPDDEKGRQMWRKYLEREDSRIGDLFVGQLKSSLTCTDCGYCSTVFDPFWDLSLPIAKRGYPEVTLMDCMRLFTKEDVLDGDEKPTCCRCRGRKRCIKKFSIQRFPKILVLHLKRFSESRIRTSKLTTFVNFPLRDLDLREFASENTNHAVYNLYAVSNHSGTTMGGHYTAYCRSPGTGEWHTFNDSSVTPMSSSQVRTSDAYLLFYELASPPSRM
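USP2 core (20nM final) preincubated 30 min RT with compound, then Ub-PLA2 20nM and NBD C6-HPC 20uM final added; buffer 20mM Tris-HCl pH 8.0, 2mM CaCl2. Fluorescence Ex 460/Em 535 read at 0 and 2.5 h; normalized to NEM.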
BRCT inh green = qHTS Assay for Inhibitors of BRCT-Phosphoprotein Interaction (Green Fluorophore) | Breast cancer type 1 susceptibility protein (Homo sapiens), P38398 | BRCA1 BRCT-phosphopeptide binding, green fluorescence polarization | Potency, µM (top dose mostly 76.9 µM), for the others: at the highest dose activity change, negative = inhibition, actives largely listed as inhibitors | actives 0.05% (n = 75,000) | AID 875, 2007;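 also: potency is read from the fitted curve at half-maximal effect; plate controls were peptide without protein for full effect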
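Compounds were incubated for 12 min at room temperature with a complex of 100 nM fluorescein-tagged pBACH1 decapeptide and 250 nM His-tagged BRCT protein. Buffer was phosphate pH 7.3 with EDTA, DTT and Tween 20. Disruption of binding lowers the polarization signal.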
A350 autofl = qHTS Assay for Spectroscopic Profiling in A350 Spectral Region; actives 11% (n = 59,000); max dye-equivalent concentration, M; AID 590, 2007; Compound autofluorescence, 340/450 nm, Alexa 350 dye-equivalents; stronger effect = higher value; in the data active = max dye-equivalent concentration above about 10 nM; inconclusive = mostly about 1.1 nM to 9.6 nM
Fluorescein autfl = qHTS Assay for Spectroscopic Profiling in Fluorescein Spectral Region. actives 0.91% (n = 59,000). Compound autofluorescence, 480/540 nm, fluorescein-equivalent; stronger effect = higher value. AID 593, 2007. max fluorescein-equivalent concentration, M; in the data active = max fluorescein-equivalent concentration above about 10 nM; inconclusive = between about 1.1 nM and that limit
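Values reflect compound autofluorescence, normalized to fluorescein on the same plate and reported at each tested concentration. Conditions: 100 mM Tris pH 8.0, room temperature, 15 min, excitation 480 nm, emission 540 nm.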
BRCT inh red = qHTS Assay for Inhibitors of BRCT-Phosphoprotein Interaction (Red Fluorophore); Breast cancer type 1 susceptibility protein (Homo sapiens), P38398; BRCT-phosphopeptide binding, red fluorescence polarization; Potency, µM (highest dose often 76.9 µM), without a hit: at the highest dose activity change, negative = inhibition, actives largely listed as inhibitors; actives 0.03% (n = 75,000); also: % is scaled to controls: 0 for no effect and ±100 for the full control effect
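Rhodamine-labelled pBACH1 10-mer (100 nM) bound to BRCT domain (100 nM) at pH 7.3; compounds incubated 12 min room temperature, polarization read. Free peptide defines full inhibition; unlabelled decapeptide titrated as control.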
Caspase-7 inhib = qHTS Assay for Allosteric/Competitive Inhibitors of Caspase-7. P55210. recombinant caspase-7, Ac-DEVD-AFC fluorescence rate. Potency, µM (series often up to 57.5 µM), inactives show top-dose activity change, negative = inhibition, most hits filed as inhibitors. actives 0.02% (n = 75,000); active = well fitted inhibition curve with a large enough effect in the main read-out, with a control signal flat, not every such curve was filed as active; inconclusive = small, poorly fitted or top-dose-only effect, or a change in a side signal; also: potency is read from the fitted curve at half-maximal effect; % of control where 0% means no effect
Target sequence (P55210 24-198 limits assumed): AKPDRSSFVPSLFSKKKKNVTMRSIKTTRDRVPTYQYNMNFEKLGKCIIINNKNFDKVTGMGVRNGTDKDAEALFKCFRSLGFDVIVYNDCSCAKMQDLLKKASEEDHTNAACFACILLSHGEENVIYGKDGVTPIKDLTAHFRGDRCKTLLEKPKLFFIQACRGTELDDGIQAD
Target sequence (P55210 207-303 limits assumed): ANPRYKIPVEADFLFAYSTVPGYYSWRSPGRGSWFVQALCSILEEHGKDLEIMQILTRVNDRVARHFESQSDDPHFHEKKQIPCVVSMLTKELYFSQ
HEK293 cAMP cs = qHTS Assay for Agonists of the Thyroid Stimulating Hormone Receptor: Activators of Intracellular cAMP Concentrations in Parental HEK 293. parental HEK293 CNG cAMP sensor, membrane potential fluorescence. Potency, µM (doses to about 57.1 µM), for inactives: top-dose activation, most hits filed as activators. actives 2.5% (n = 73,000); also: potency is read from the fitted curve at half-maximal effect; % of control where 0% means no effect; nearly all actives have a fitted effect of over 55% in size
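Counterscreen for endogenous-receptor signalling: CNG-channel HEK 293 cells report cAMP rise by membrane depolarization. After 60 min dye equilibration with 100 uM RO 20-1724, compounds incubated 30 min before bottom-read fluorescence at 590 nm.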
Caspase-1 inhib = qHTS Assay for Allosteric/Competitive Inhibitors of Caspase-1 | P29466 | Caspase-1 enzyme, Ac-WEHD-AFC fluorogenic rate | Potency, µM (series often up to 57.5 µM), for the others: top-dose activity change, negative = inhibition, usual class: inhibitors | actives 0.03% (n = 75,000);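 also: potency is read from the fitted curve at half-maximal effect; plate controls were vehicle for no effect and no substrate for full effect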
The depositor's hits bear a star; i = inactive; ? = inconclusive; . = not tested or not shown; [ ] = another dose, or the depositor's remark. Unless noted, calls follow the shape of the dose curve; as a rule, active = well fitted curve in the direction sought with a large enough effect; inconclusive = small, poorly fitted or top-dose-only effect, or another doubt; inactive = no such curve, though single readings can be large; an effect the other way counts as inactive or inconclusive. Some of the compounds tested. The share of hits here may be higher or lower than overall.

SMILES | GFP derepression | Ub-GFP proteasome | 4-MU autofl | USP2a inhib | BRCT inh green | A350 autofl | Fluorescein autfl | BRCT inh red | Caspase-7 inhib | HEK293 cAMP cs | Caspase-1 inhib
Cc1onc(-c2ccccc2)c1C(=O)NCc1ccccn1 | 0% | -1% | i | -7% | -0.6% | i | i | 0.4% | 0% | 1% | 0%
COc1ccc(-c2nnc(SCC(=O)NC(C)c3ccccc3)o2)cc1OC (stereo not drawn) | 2% | -10% | . | 4% | -0.9% | . | . | -1.8% | 0% | 10% | 2%
CCCCn1c(CNC(=O)CCC)nc2ccccc21 | . | 22% | . | . | -0.1% | . | . | 1.0% | 0% | 11% | 0%
Cc1ccc(C)n1-c1cccc(C(=O)O)c1 | 0% | -3% | i | -5% | -5.2% | ? | i | -6.8% | -8% | 7% | -6%
CC(C)C(=O)Nc1ccc([N+](=O)[O-])c(C(F)(F)F)c1 | 4%[20.6 µM] | -2%[20.5 µM] | i | 2% | -2.5%[3.08 µM] | i | ? | -4.3% | -1% | 5% | 5%
COc1c2c(nc3ccccc13)O[C@H]([C@@](C)(O)CO)C2 | 0%[20.6 µM] | -2%[20.5 µM] | 2.2e-08M* | -11%[17.1 µM] | 1.4%[34.4 µM] | 2.9e-08M* | ? | -0.8%[34.4 µM] | 3%[25.7 µM] | 1%[25.6 µM] | -3%[25.7 µM]
Cc1cccc(NC(=O)CCCCCN2C(=O)c3ccccc3C2=O)n1 | 3% | -2% | i | -2% | -0.1% | i | i | -0.6% | 0% | 18% | -1%
c1cncc(CSc2ncnc3nc[nH]c23)c1 | -3%[9.22 µM] | -3%[9.17 µM] | i | . | -0.3%[15.4 µM] | i | i | 0.6%[15.4 µM] | 3%[11.5 µM] | -2%[11.4 µM] | 0%[11.5 µM]
COc1ccc(NC(=O)C2CCCN(c3c4c(nc5ncnn35)CCC4)C2)cc1 (stereo not drawn) | -2% | -2% | i | 16% | -1.5% | i | i | 0.1% | 2% | 4% | 0%
CCn1c(CNc2ccc(F)cc2)nnc1SCC(=O)OC1CCCCC1 | -1% | 3% | i | 4% | 0.7% | i | i | -1.0% | 0% | 24% | 2%
CN(C)c1ccc(-c2ccncc2)cc1 | 2% | -9% | . | -2% | -2.8% | . | . | -1.3% | 0% | 7% | -9%
CC1(C)C(c2ccc(Cl)cc2)=[N+]([O-])C2(CCCC/C2=N\O)N1O (stereo not drawn) | 0% | -16%[9.17 µM] | . | 5%[7.66 µM] | -1.0% | . | . | -0.8% | 0% | 13%[11.4 µM] | -3%
Cc1cc(C)c2c(n1)nn1c(N3CCN(c4ccccc4)CC3)cc(C)nc21 | 0% | 3% | 1.5e-07M* | -1% | -2.6% | 1.5e-07M* | ? | 1.4% | -10% | 24% | -8%
CC(N)C(O)c1cccc(O)c1 (stereo not drawn) | . | . | . | 1% | -1.6%[3.08 µM] | . | . | -0.1% | 0% | . | 0%
O=C(Nc1ccc2c(c1)nc1n2CCOC1)c1ccco1 | -2% | . | i | 0% | 0.4% | i | ? | 0.8% | -2% | -1% | 0%

Two compounds from above, reduced to USP2a inhib.
compound	USP2a inhib
CC(N)C(O)c1cccc(O)c1 (stereo not drawn)	1%
O=C(Nc1ccc2c(c1)nc1n2CCOC1)c1ccco1	0%

Exported with each value named: part of the list above.
> CC(C)C(=O)Nc1ccc([N+](=O)[O-])c(C(F)(F)F)c1
- GFP derepression: 4%[20.6 µM]
- Ub-GFP proteasome: -2%[20.5 µM]
- 4-MU autofl: i
- USP2a inhib: 2%
- BRCT inh green: -2.5%[3.08 µM]
- A350 autofl: i
- Fluorescein autfl: ?
- BRCT inh red: -4.3%
- Caspase-7 inhib: -1%
- HEK293 cAMP cs: 5%
- Caspase-1 inhib: 5%

> Cc1cc(C)c2c(n1)nn1c(N3CCN(c4ccccc4)CC3)cc(C)nc21
- GFP derepression: 0%
- Ub-GFP proteasome: 3%
- 4-MU autofl: 1.5e-07M*
- USP2a inhib: -1%
- BRCT inh green: -2.6%
- A350 autofl: 1.5e-07M*
- Fluorescein autfl: ?
- BRCT inh red: 1.4%
- Caspase-7 inhib: -10%
- HEK293 cAMP cs: 24%
- Caspase-1 inhib: -8%

Profiles, looked up by structure. Order of values: GFP derepression | Ub-GFP proteasome | 4-MU autofl | USP2a inhib | BRCT inh green | A350 autofl | Fluorescein autfl | BRCT inh red | Caspase-7 inhib | HEK293 cAMP cs | Caspase-1 inhib
CC(N)C(O)c1cccc(O)c1 (stereo not drawn) across the screens: . | . | . | 1% | -1.6%[3.08 µM] | . | . | -0.1% | 0% | . | 0%
COc1ccc(NC(=O)C2CCCN(c3c4c(nc5ncnn35)CCC4)C2)cc1 (stereo not drawn) across the screens: -2% | -2% | i | 16% | -1.5% | i | i | 0.1% | 2% | 4% | 0%
COc1c2c(nc3ccccc13)O[C@H]([C@@](C)(O)CO)C2 across the screens: 0%[20.6 µM] | -2%[20.5 µM] | 2.2e-08M* | -11%[17.1 µM] | 1.4%[34.4 µM] | 2.9e-08M* | ? | -0.8%[34.4 µM] | 3%[25.7 µM] | 1%[25.6 µM] | -3%[25.7 µM]
CCn1c(CNc2ccc(F)cc2)nnc1SCC(=O)OC1CCCCC1 across the screens: -1% | 3% | i | 4% | 0.7% | i | i | -1.0% | 0% | 24% | 2%

Next part.
SMILES | GFP derepression | Ub-GFP proteasome | 4-MU autofl | USP2a inhib | BRCT inh green | A350 autofl | Fluorescein autfl | BRCT inh red | Caspase-7 inhib | HEK293 cAMP cs | Caspase-1 inhib
O=C(OCc1ccccc1)Oc1cncc(C(=O)O)c1 | -2% | 2% | i | -8% | 3.7% | i | i | 0.0% | -1% | 15% | -1%
COc1ccc(CNC(=O)c2nnn(Cc3ccc(OC)cc3)c2N)cc1 | . | -8% | . | . | 0.3% | . | . | -0.2% | 0% | 18% | 0%
O=C(CSc1ncccc1-c1nc2ccccc2[nH]1)N1CCCCC1 | 0% | 4% | 3.5e-08M* | 150%[activator] | 2.3% | 3.5e-08M* | i | -2.9% | -3% | 4% | -2%
O=C(OCc1cc2ccccc2[nH]c1=O)c1ccccc1 | 0% | 7% | i | 1% | -1.0% | i | i | 1.5% | -1% | 13% | -2%
COc1ccccc1OCC(=O)Nc1ccc(O)cc1C(=O)O | -3% | 13% | i | -4% | 1.1% | i | i | 0.0% | 0% | 11% | 1%
